Source: PubChem (several laboratories)
Anthrax LF inh2: blocks Bacillus anthracis lethal factor protease; P15917; multiplex microsphere protease cleavage assay, LF; inhibition, % at 10 µM; 360,000 tested, 0.12% active; AID 588501; further: plate controls were buffer without enzyme for full effect and enzyme alone for no effect
Target sequence (P15917 whole entry, looked up): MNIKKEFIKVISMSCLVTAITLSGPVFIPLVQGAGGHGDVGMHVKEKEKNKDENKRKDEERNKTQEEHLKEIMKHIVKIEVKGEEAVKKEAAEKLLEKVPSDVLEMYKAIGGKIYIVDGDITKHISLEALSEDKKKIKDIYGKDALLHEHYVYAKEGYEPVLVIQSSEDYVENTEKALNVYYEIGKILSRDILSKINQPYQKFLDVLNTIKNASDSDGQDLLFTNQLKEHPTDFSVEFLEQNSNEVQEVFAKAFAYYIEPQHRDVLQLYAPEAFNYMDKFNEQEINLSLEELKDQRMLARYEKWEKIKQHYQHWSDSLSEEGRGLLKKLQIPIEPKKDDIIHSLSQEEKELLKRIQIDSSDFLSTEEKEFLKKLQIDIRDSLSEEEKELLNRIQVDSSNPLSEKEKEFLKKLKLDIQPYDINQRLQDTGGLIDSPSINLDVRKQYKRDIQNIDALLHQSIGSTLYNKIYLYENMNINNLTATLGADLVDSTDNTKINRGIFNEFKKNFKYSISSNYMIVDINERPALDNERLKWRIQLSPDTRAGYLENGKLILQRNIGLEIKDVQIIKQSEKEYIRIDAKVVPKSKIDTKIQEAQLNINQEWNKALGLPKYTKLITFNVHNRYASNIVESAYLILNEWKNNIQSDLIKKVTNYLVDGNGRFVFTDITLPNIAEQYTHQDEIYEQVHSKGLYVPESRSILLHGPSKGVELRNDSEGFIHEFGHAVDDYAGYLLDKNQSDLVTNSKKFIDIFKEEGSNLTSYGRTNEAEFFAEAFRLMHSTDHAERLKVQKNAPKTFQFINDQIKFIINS
BioA inh: inhibitors of Mycobacterium tuberculosis BioA enzyme; inhibition, % at 9.99 µM; 360,000 tested, 0.096% active; purified M. tuberculosis BioA enzyme, plate reader; AID 602481; in the data active means inhibition above about 40%; inconclusive means no clear call, values can overlap the other calls
FBA Mtb inh: inhibitors of M. tuberculosis fructose-bisphosphate aldolase; purified M. tuberculosis FBA, fluorescence read-out; inhibition, % at 1 µM; 360,000 tested, 2.3% active; AID 588726; in the data active means inhibition above about 27%;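 further: 0% = vehicle and 100% = reference inhibitor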
BoNT-A LC inh2: blocks Botulinum neurotoxin A light chain protease | inhibition, % at 10 µM | 360,000 tested, 0.17% active | multiplex microsphere protease substrate cleavage, flow cytometry; further: plate controls were buffer without enzyme for full effect and enzyme alone for no effect
BoNT F protease: inhibitors of Botulinum neurotoxin F light chain protease; Multiplex microsphere protease cleavage assay, flow cytometry; AID 588497; 360,000 tested, 0.22% active; inhibition, % at 10 µM; in the data active means inhibition above about 35%, passing the limit was not always enough; inconclusive means no clear call, values can overlap the other calls; further: plate controls were buffer without enzyme for full effect and enzyme alone for no effect
GDH-TPI inh: GDH-TPI coupled enzyme inhibition counter-screen; GDH-TPI coupled enzyme counterscreen, NADH absorbance; 360,000 tested, 1.2% active; inhibition, % at 4.8 µM; AID 588335; in the data active means inhibition above about 30%;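 further: 0% = DMSO wells and 100% = wells lacking the enzyme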
PfHsp40 rescue: restores yeast growth despite PfHsp40 toxicity | S. cerevisiae expressing PfHsp40, growth rescue, ATP luminescence | growth rescue, % at 12.5 µM | 340,000 tested, 0.68% active | AID 504582; in the data active means growth rescue above about 28%, passing the limit was not always enough; inconclusive means no clear call, values can overlap the other calls;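 further: yeast W303a lacking pdr1 and pdr3 grown in galactose medium; growth measured after three days at 30 °C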
FadD28 binding: M. tuberculosis FadD28 bisubstrate binding inhibition | FadD28 bisubstrate probe binding, fluorescence polarization | inhibition, % at 12.5 µM | 360,000 tested, 0.22% active; in the data active means inhibition above about 8.5%, passing the limit was not always enough; inconclusive means no clear call, values can overlap the other calls
UGM FP inh: Mtb UDP-galactopyranose mutase inhibition. P9WIQ1. purified UGM, fluorescence polarization probe displacement. inhibition, % at 10 µM. 320,000 tested, 0.06% active. AID 504406; in the data active means inhibition above about 10%, passing the limit was not always enough; inconclusive means no clear call, values can overlap the other calls
The depositor's hits bear a star; ? = inconclusive; / = not tested or not shown; + = active, no number. Unless noted, no stated cut-off is given here; in the data, active means inhibition above about 30%; inconclusive means no clear call, values can overlap the other calls; inactive means below that. The order is random; about 4.7% have a hit in one of these screens.

Value order: Anthrax LF inh2	BioA inh	FBA Mtb inh	BoNT-A LC inh2	BoNT F protease	GDH-TPI inh	PfHsp40 rescue	FadD28 binding	UGM FP inh
CCCCCC(C)NC(=O)CN1C(=O)NC(C)(c2ccc3ccccc3c2)C1=O (configuration not stated)
 : -1	0.1	-4	-2.3	-7	3	3.9	-4.4	-0.5
O=c1c2ccccc2nc(-c2ccco2)n1CCCn1ccnc1
 : -2	0.7	3	1.4	9	19	0.0	0.7	-0.6
COc1cccc(C(=O)NN2CC(O)=C(c3nc(C)cs3)C2=N)c1
 : -8	2.2	-4	-0.2	-8	19	-1.2	1.9	-2.0
CCOC(=O)c1c(NC(=O)CSc2nc3ccccc3s2)sc(C)c1C
 : -1	-3.5	0	5.9	22	9	0.7	-1.7	0.2
CSc1ncnc2[nH]ncc12
 : -3	/	6	0.4	8	-11	-1.4	-2.3	/
COC(=O)c1ccc(C2=NOC(C)(c3sc(-c4ccccc4)nc3C)C2)cc1 (configuration not stated)
 : 0	-2.4	-1	-0.1	1	6	0.6	-3.5	-3.5
O=C(c1cc2cc([N+](=O)[O-])ccc2s1)N1CCCCC1
 : -5	/	-2	-0.8	-2	8	0.9	-3.8	1.3
N#CC1=C(SCC(=O)c2ccccc2)NC2=C(C(=O)CCC2)C1c1ccco1 (configuration not stated)
 : 6	7.1	-1	7.7	4	15	2.5	-0.6	4.6
Cc1cc(C(=O)Nc2ccc(S(=O)(=O)N3CCCC3)cc2)no1
 : 5	-1.2	2	-1.5	2	-7	-1.3	-3.2	-2.6
O=C(NCCCn1ccnc1)c1cccc(S(=O)(=O)Nc2ccc(F)cc2)c1
 : 0	-0.2	-1	-8.8	-17	8	0.7	-3.4	/
COc1ccc(C(=O)Oc2cc(C(=S)N3CCOCC3)ccc2OC)cc1
 : -2	0.1	1	-0.9	-3	-6	1.5	0.7	-1.8
COc1ccc(-n2nc(C#N)c(Cl)cc2=O)cc1
 : 1	/	0	-0.8	-1	11	190*	-1.9	/
CCON1C(=O)CN(C(=O)OC)C1c1ccc(Cl)cc1Cl (configuration not stated)
 : -1	/	0	0.1	-4	-4	-1.6	-0.8	-1.3
COc1cc(/C=C(/NC(=O)c2ccccc2)C(=O)Nc2ccccc2)c([N+](=O)[O-])cc1OC
 : 6	0.2	-1	1.3	13	13	-1.0	-3.4	0.9
COc1ccc(CC(=O)N/N=C(\C)c2ccc(Br)s2)cc1
 : 6	0.5	-2	-4.4	?	-3	-0.6	-3.1	0.6
O=C(O)C(Cc1c[nH]c2ccccc12)NS(=O)(=O)c1ccc(F)cc1 (configuration not stated)
 : -4	-1.1	-1	0.3	-3	-7	/	-2.5	/
CCN1CCN(C(=O)c2cccc(OC3CCN(S(=O)(=O)N(C)C)CC3)c2)CC1
 : 7	-1.2	-5	-1.0	-5	2	-0.2	-4.0	-2.7
COc1ccc(OC)c2sc(NC(=O)c3ccc(S(=O)(=O)N4CCOCC4)cc3)nc12
 : -5	-3.1	6	-0.8	-4	17	0.7	0.8	-1.5
O=C(O)c1cccc2nc3ccccc3nc12
 : -3	-2.9	5	0.3	-1	22	48*	0.2	-1.4
Cc1nc(SCC(=O)NCc2ccco2)c2c3c(sc2n1)CCCC3
 : -4	-0.3	4	-0.1	-1	3	3.6	-2.1	-1.0
CCn1c(CC(=O)Nc2ccccc2)nnc1SCC(=O)Nc1nnc(C)s1
 : 0	0.1	3	-0.7	-3	-6	-0.3	-0.6	-1.7
COCCCNC(=O)c1cc2cc3cc(OC)ccc3nc2o1
 : -6	-1.7	122*	-3.7	-9	9	1.1	-0.2	4.8
CC(C)Sc1nnc(NC(=O)CCc2ccccc2)s1
 : -1	/	1	-0.4	-6	1	-0.6	-3.5	-2.6
Cc1ccc(OCC(O)CN2CCC(Cc3ccccc3)CC2)c(C)c1 (configuration not stated)
 : -3	0.1	-1	-1.3	-5	0	1.3	-2.5	1.7
O=C(CC1(O)C(=O)Nc2ccccc21)c1cccc(Br)c1 (configuration not stated)
 : -2	/	1	-0.5	-5	6	-1.9	-0.3	-0.9
CC(=O)c1cccc(NC(=S)NCCCCc2ccccc2)c1
 : -12	1.4	5	-0.8	-16	2	2.6	-3.2	-4.5
CC(=O)C1=C(C)NC(SCC(=O)Nc2nccs2)=C(C#N)C1c1ccccc1Cl (configuration not stated)
 : -4	/	0	0.5	-7	6	0.3	-1.1	-0.5
O=C1CCCC2=C1C(c1ccc(OS(=O)(=O)c3ccc(Cl)cc3)cc1)C1=C(CCCC1=O)O2
 : -5	-1.0	1	0.2	-2	3	-1.3	-1.4	-2.0
NC(=O)C1CCN(C(=O)COc2ccc3ccccc3c2)CC1
 : -2	/	0	-0.8	-5	5	0.7	-3.9	-1.4
CCn1c(/C=C/c2ccccc2Cl)nc2ccccc2c1=O
 : 8	-0.4	2	-0.6	-10	11	/	-1.2	1.6
CC12CN3CCN(CC(C3)/C1=N\NC(=O)Nc1cccc(Cl)c1)C2
 : -5	1.0	3	0.2	-6	11	-0.4	-0.9	-1.4
O=C(Oc1ccc2ccccc2c1Br)N1CCCCCC1
 : 2	-2.6	-1	-0.5	-4	8	-0.9	-1.1	0.9
O=C(Nc1nccs1)c1cc2sccc2n1Cc1ccc(Cl)cc1
 : 4	2.8	1	-0.5	-3	-7	-0.3	-1.6	0.1
COc1ccc(NS(=O)(=O)c2cc3c4c(c2)CCN4C(=O)CC3)c(OC)c1
 : -4	/	5	2.3	-9	13	-1.1	-1.8	/
CNC(=O)C1CN(C(=O)c2cccc(S(=O)(=O)N3CCc4ccccc43)c2)c2ccccc2O1 (configuration not stated)
 : -2	-1.4	0	-0.1	-1	5	/	-0.5	/
CCOC(=O)N(C)c1c(CC)nc2c(OCCOc3ccccc3)cccn12
 : -4	1.7	2	-1.0	-7	-3	/	-0.7	/
FC(F)(F)c1cccc(NC(=S)N2CCCCCC2)c1
 : -7	-0.9	0	-0.6	-7	-7	-1.3	-2.8	-1.8
O=C(c1ccc(Cn2c(=O)[nH]c3ccccc3c2=O)cc1)N1CCN(c2ccc(F)cc2)CC1
 : -2	/	0	0.1	3	-9	-0.9	-2.7	0.4
O=C(OCc1nnc(-c2ccc(Cl)cc2)o1)C12CC3CC(CC(O)(C3)C1)C2
 : -8	/	2	-0.2	-5	-12	14	-4.3	-2.8
COC(=O)c1cccc(NC(=O)c2nn(C(C)C)c(=O)c3ccccc23)c1
 : -1	/	-2	?	-4	20	-0.3	1.3	-3.1
CCOC(=O)N1CCN(c2c(NCc3ccccc3OC)c(=O)c2=O)CC1
 : -4	15	3	-2.1	-12	22	-0.8	-1.2	0.3
COC(=O)c1[nH]c2ccccc2c1NC(=O)CN1CCC(C(N)=O)(N2CCCCC2)CC1
 : 0	3.6	8	-0.8	15	19	?	2.5	0.7
O=C(OCC(=O)c1c[nH]c2ccccc12)c1cc(S(=O)(=O)N2CCOCC2)ccc1F
 : -3	-2.2	-5	-2.2	-6	3	1.1	/	-0.4
CCCCN(CCCC)CC(O)COc1ccccc1Br (configuration not stated)
 : -2	/	3	-0.1	-13	6	0.0	-0.1	-0.8
Cc1onc(-c2ccccc2Cl)c1C(=O)NCCCc1ccccc1
 : 0	-1.4	-1	0.7	-12	2	-0.3	-2.0	-2.3
COC(C[C@H]1O[C@H]1C(=O)[C@H](C)OCc1ccccc1)OC
 : -3	-0.7	-1	-0.6	-8	-1	-1.7	-5.6	-1.3
O=S(=O)(Nc1nc(SCc2ccc(Cl)cc2)n[nH]1)c1ccc(F)cc1
 : /	-0.6	3	/	/	4	0.2	-0.3	-1.5
S=C(Nc1ccc(Oc2ccccc2)cc1)N1CCN(c2ccccn2)CC1
 : -1	/	0	-0.5	-7	-1	-0.6	-5.3	1.6
COc1ccc(/C=C/C(=O)OCn2c(SC)nnc(C)c2=O)cc1OC
 : 5	/	2	0.1	7	9	-1.7	-0.6	-2.4
CCOC(=O)c1nn(-c2ccc(C)cc2)c(=O)cc1OCC(=O)Nc1cc(C)ccc1OC
 : /	-6.1	1	/	/	5	-1.0	-0.5	/
O=C(NN(c1ccccc1)c1ccccc1)c1ccc([N+](=O)[O-])o1
 : -4	-0.5	-1	-0.6	-9	-10	0.0	-3.1	-2.2
O=C(CN1CCSCC1)c1c[nH]c2ccccc12
 : -2	0.5	-3	-1.3	-7	12	-0.1	-0.9	-0.9
Cc1ccc(CNc2oc(-c3cccs3)nc2C#N)cc1
 : -4	1.3	+	-1.6	-2	7	4.8	2.4	-2.2
COc1cc(N)c(Cl)cc1C(=O)OCC(=O)N1CCc2ccccc21
 : -12	-0.4	-2	-0.8	-10	6	-0.8	-1.3	1.5
CCCC1=C(C(=O)OCC)C2(C(=O)Nc3ccccc32)C(C#N)=C(N)O1 (configuration not stated)
 : 0	0.6	2	-0.6	-1	-5	-0.3	0.6	1.7
COc1ccc(C)cc1NC(=O)c1nnn(CCc2ccccc2)c1N
 : -5	-0.4	-1	-0.3	-2	-7	0.3	-2.6	2.6
N#CC1(c2ccccc2)CCC(=O)N1c1ccccc1 (configuration not stated)
 : -7	/	-2	-1.0	-4	5	-0.7	-4.5	-0.6
CCOc1ccc(C(=O)NCC(=O)NNC(=O)c2ccco2)cc1OCC
 : -1	-3.8	0	-0.1	0	5	1.0	0.6	1.6
O=C(CSc1nc2ccccc2s1)N1c2ccccc2Sc2ccccc21
 : -9	-1.2	-4	-2.5	-35	5	0.0	-2.3	1.2
Cc1ccc(/C=C(\NC(=O)c2ccccc2)C(=O)NC(Cc2ccccc2)C(=O)O)cc1 (configuration not stated)
 : 0	-1.5	0	0.0	4	4	0.2	-1.3	5.0

(list continues)
Value order: Anthrax LF inh2	BioA inh	FBA Mtb inh	BoNT-A LC inh2	BoNT F protease	GDH-TPI inh	PfHsp40 rescue	FadD28 binding	UGM FP inh
CCn1c(SCC(=O)N2c3ccccc3Sc3ccccc32)nnc1-c1ccco1
 : 0	0.8	2	-0.9	-12	17	1.4	-2.7	-1.1
O=C(CSc1ccc2ccccc2c1)N1CCN(c2ccc(O)cc2)CC1
 : -7	/	2	-1.5	-17	-13	1.3	-4.6	1.4
CCN(CC)C(=O)C1=C(C)N(Cc2ccccc2)C(=O)C(CC(=O)NC(c2ccccc2)c2ccccc2)C1 (configuration not stated)
 : -4	-1.5	-2	0.0	2	0	/	-2.6	/
Cc1oc(C(C)(C)C)cc1C(=O)N1CCN(C(c2ccccc2)c2ccccc2)CC1
 : -17	/	-4	-2.2	?	8	0.3	-1.6	-1.3
Cc1cccc(OCC(=O)NC2CCCCCC2)c1C
 : 2	-3.2	1	3.6	-5	2	1.3	0.4	-0.2
O=C(CCNS(=O)(=O)c1ccc(Br)s1)NCc1ccccc1Cl
 : 2	/	-6	0.0	0	-6	-0.6	-3.2	-1.1
O=C(O)C1C2C=CC(C2)C1C(=O)N1CCN(CCO)CC1 (configuration not stated)
 : 7	-0.6	-5	0.2	0	1	-0.6	-1.5	-1.2
CCCCn1c(NS(=O)(=O)c2ccccc2)c(C(=O)OCC)c2nc3ccccc3nc21
 : 2	/	53*	5.9	-22	16	-0.7	3.2	2.1
CCOC(=O)c1sc(/N=C/c2c(O)n(-c3cccc(C)c3)c(=O)[nH]c2=O)c(C#N)c1C
 : 0	-2.7	-3	0.5	5	3	0.5	-4.8	-2.3
O=C(NCc1ccccn1)c1ccc(Cl)c(S(=O)(=O)N2CCCCCC2)c1
 : -2	3.7	-1	-3.8	-3	1	-0.3	1.2	1.9
CSc1ccccc1NC(=O)CN(C)C(=O)COc1ncnc2ccccc12
 : 2	-0.5	-1	2.4	-8	0	-1.5	-3.8	1.0
Cc1cc(NC(=O)CSc2nnnn2-c2ccccc2)no1
 : -2	/	3	-1.1	-9	-5	-1.3	-1.0	-1.0
